From PubChem
SRC3 inh: inhibits human SRC3 coactivator. 0.17% of 360,000 active. inhibition, % at 3.6 µM. AID 588352. Q9Y6Q9. HEK293 GAL4-SRC3 luciferase reporter, luminescence;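 active means inhibition above a per-campaign cutoff, the mean of all compounds plus 3 SD, cut at about 60% in these data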;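 further: 0% = DMSO-treated cells and 100% = gossypol-treated cells at 36 µM; higher means less SRC3-driven luciferase light from the GAL4 reporter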
Target sequence (Q9Y6Q9 whole entry, looked up, the tested form may be a part): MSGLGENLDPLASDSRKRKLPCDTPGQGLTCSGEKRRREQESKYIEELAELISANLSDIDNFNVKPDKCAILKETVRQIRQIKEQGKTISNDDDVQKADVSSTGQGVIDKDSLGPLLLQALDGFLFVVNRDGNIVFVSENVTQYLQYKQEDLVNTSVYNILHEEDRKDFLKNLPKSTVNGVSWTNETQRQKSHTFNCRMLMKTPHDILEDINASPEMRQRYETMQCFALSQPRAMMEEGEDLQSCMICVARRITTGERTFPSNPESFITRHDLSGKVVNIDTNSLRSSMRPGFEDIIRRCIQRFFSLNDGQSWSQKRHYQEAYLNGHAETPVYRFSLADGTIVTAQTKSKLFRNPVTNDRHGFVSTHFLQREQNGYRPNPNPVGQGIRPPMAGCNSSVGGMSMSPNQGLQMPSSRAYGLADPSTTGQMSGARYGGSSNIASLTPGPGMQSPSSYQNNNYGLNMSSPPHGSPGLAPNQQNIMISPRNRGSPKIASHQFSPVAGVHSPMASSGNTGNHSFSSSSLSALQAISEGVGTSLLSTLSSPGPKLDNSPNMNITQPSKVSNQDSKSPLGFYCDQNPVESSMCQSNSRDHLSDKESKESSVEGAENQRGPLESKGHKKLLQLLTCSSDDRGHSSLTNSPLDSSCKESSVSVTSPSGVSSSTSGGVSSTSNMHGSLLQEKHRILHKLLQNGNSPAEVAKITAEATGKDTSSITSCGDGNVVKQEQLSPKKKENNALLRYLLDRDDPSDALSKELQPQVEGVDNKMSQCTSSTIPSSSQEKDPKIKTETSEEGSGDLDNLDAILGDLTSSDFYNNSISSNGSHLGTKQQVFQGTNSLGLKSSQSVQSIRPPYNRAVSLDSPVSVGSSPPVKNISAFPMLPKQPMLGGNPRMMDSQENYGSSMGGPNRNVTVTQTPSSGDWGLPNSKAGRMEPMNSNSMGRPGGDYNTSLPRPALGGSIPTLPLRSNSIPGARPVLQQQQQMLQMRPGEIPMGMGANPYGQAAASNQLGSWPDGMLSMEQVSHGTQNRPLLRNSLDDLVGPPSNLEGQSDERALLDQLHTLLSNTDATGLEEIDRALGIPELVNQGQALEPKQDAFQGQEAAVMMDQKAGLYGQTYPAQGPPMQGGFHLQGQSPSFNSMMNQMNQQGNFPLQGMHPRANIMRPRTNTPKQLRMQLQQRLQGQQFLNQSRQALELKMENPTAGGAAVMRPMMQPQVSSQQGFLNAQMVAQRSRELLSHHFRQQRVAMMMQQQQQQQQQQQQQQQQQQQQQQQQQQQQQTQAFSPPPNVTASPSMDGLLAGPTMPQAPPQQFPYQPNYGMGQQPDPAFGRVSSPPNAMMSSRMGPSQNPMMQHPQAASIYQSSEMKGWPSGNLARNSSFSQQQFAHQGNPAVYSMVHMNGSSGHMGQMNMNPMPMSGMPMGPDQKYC
Shn3 3UTR inh: inhibitors of Schnurri-3 3'UTR reporter in osteoblasts | Clone20 osteoblast Shn3 3'UTR firefly luciferase, 24 h | inhibition, % at 12.5 µM | 0.52% of 360,000 active | AID 588674;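 active means mean inhibition of at least 75% with every replicate also reaching 75%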;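 further: 0% = median of neutral control wells and 100% = pilot-screen positive control compound; some compounds past the cut are filed as inactive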
KKLEB cytotox: counter-screen for CF NF-kB inhibitors: cytotoxicity | KKLEB CF airway cells viability, ATPlite luminescence, overnight; stronger effect = lower value; cells stimulated with P. aeruginosa culture filtrate | activity change (cytotoxicity), % at 5 µM | 0.36% of 360,000 active | AID 602141;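 active means corrected activity change at or below -50% at 5 µM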
TROY signal inh: TROY signaling inhibition. inhibition, % at 10 µM. 0.98% of 360,000 active. Q293 LMP1-TROYcd NF-kB luciferase reporter, 4 h. AID 1347056;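 active means compounds whose plate-normalised and pattern-corrected inhibition of the luciferase reporter signal at the single screening dose is 50% or more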
NR2F2 inh: inhibitors of human COUP-TFII (NR2F2) | inhibition, % at 8.6 µM | P24468 | 0.7% of 370,000 active | HEK293T NGFI-A luciferase reporter, luminescence;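 active means inhibition above a per-plate cutoff, mean inhibition of test wells between control levels plus 3 SD, cut at about 38% in these data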;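 further: cells cotransfected with COUP-TFII expression vector driving the NGFI-A reporter; 0% = median of COUP-TF2 test wells and 100% = reporter-only cells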
C8 TRAIL sens: caspase-8 TRAIL sensitization. 1% of 360,000 active. NB7+C8 cells + TRAIL, ATPlite viability luminescence. inhibition (viability loss, TRAIL sensitization), % at 10 µM;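 active means compounds causing at least 50% loss of cell viability in the single-dose screen, relative to plate controls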
NCOA1 inh: inhibitors of human steroid receptor coactivator 1 (SRC1) | inhibition, % at 3.6 µM | 0.12% of 360,000 active | HEK293 GAL4-SRC1 luciferase reporter, luminescence | Q15788;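 active means inhibition above the campaign mean plus 3 SD, with each screening campaign given its own cutoff, cut at about 60% in these data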;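 further: 0% = DMSO treated cells and 100% = gossypol at 36 µM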
EBV LMP1 NFkB: reduces LMP1-driven NF-kappaB luciferase signal; inhibition, % at 12.5 µM; AID 504558; 0.69% of 350,000 active; LMP1-induced NF-kappaB luciferase reporter cells, luminescence; in the data active means inhibition above about 41%;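 further: 0% = neutral control wells and 100% = reference inhibitor control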
TWEAK Fn14 block: TWEAK-Fn14 signaling inhibition; inhibition, % at 10 µM; 2% of 360,000 active; TWEAK-stimulated Fn14 reporter cells, luciferase luminescence, 8 h; in the data active means inhibition above about 50%
CF NFkB inh: cystic fibrosis NF-kB activation inhibition; KKLEB NF-kB-GFP reporter, PAF-induced, GFP fluorescence overnight; inhibition, % at 5 µM; 0.86% of 360,000 active; AID 588850;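 active means at least 50% inhibition at 5 µM, scaled per plate between neutral and stimulator controls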;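 further: PAF is a Pseudomonas aeruginosa culture filtrate used as stimulus; plate controls were PAF-stimulated DMSO wells for no effect and unstimulated DMSO wells for full effect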
NR5A2 inv ag: NR5A2 inverse agonism in reporter assay; HEK293T StAR-luciferase reporter, LRH-1 transfected, 24 h; inhibition, % at 3.6 µM; 0.13% of 360,000 active;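 active means inhibition above the mean inhibition of all tested compounds plus 3 SD, cut at about 73% in these data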;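 further: 0% = DMSO wells and 100% = reporter-only cells lacking LRH-1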
* = called active by the depositor; · = no result given. This is a subset; the hit share may differ from the screen's.

SMILES | SRC3 inh | Shn3 3UTR inh | KKLEB cytotox | TROY signal inh | NR2F2 inh | C8 TRAIL sens | NCOA1 inh | EBV LMP1 NFkB | TWEAK Fn14 block | CF NFkB inh | NR5A2 inv ag
COC(=O)C1(C(F)(F)F)N=C(C(F)(F)F)Nc2ccc(Cl)cc21 (stereo not drawn) | 10 | -23 | 10 | -5 | -5 | -6 | 0 | -11 | -6 | 16 | -9
Cc1cc(Oc2ccc(C#N)cc2)nc(N2CCOCC2)n1 | 22 | 17 | -12 | 8 | 15 | -11 | -7 | 9 | -12 | 8 | 3
C=CCc1cccc2cc(C(=O)NC3=C(C#N)CCC3)c(=O)oc12 | 15 | 1 | 4 | -21 | -5 | -5 | 2 | -10 | -21 | 0 | -3
Cc1cc(NC(=O)CSc2nncn2-c2ccccc2)no1 | 10 | 0 | 5 | -16 | 2 | 1 | 8 | -4 | -30 | -14 | 1
NC(=O)C1CCCN(C(=O)Nc2cccc3ccccc23)C1 (stereo not drawn) | -2 | 5 | 6 | 9 | 18 | -20 | 6 | 2 | 37 | -20 | -4
CCCOc1ccc(N2C(=O)CC(N3CCN(CCN=CC4=C(O)CC(C)(C)CC4=O)CC3)C2=O)cc1 (stereo not drawn) | -2 | 18 | -5 | 8 | -4 | 22 | -3 | 1 | -12 | 14 | -1
COc1ccc(C2C3=C(CCCC3=O)Nc3nc(SCc4ccc(C(=O)O)cc4)nn32)cc1OC (stereo not drawn) | -9 | -17 | -3 | 1 | 2 | 2 | 1 | -2 | -8 | -4 | 3
CCN(Cc1ccccc1)S(=O)(=O)c1c(C(=O)N2CCCC2)c(C)n(C)c1C | -2 | -6 | -6 | 16 | -25 | -18 | -1 | -1 | 26 | 5 | 1
COCCN(C(=O)CCN1C(=O)C2CC=CCC2C1=O)c1c(N)n(CC(C)C)c(=O)[nH]c1=O (stereo not drawn) | 5 | -10 | 8 | 14 | -3 | -15 | 2 | -1 | -1 | 14 | 1
O=Cc1cc2c(cc1[B-](F)(F)F)OCO2 | -1 | -17 | -14 | 0 | -6 | 18 | -3 | -2 | 5 | -11 | 12
Cc1cc(C(=O)CN2C(=O)c3ccccc3S2(=O)=O)c(C)n1C(C)C | 40 | 42 | -3 | 84* | 63* | 27 | 47 | 70* | 93* | 8 | 38
COc1ccc(C(=O)N2CCC(C(=O)c3ccc(F)cc3)CC2)cc1 | 15 | -5 | -7 | 9 | 12 | 3 | -9 | 0 | 2 | 11 | 9
O=C(O)C1CCN(C(=O)c2ccc(S(=O)(=O)N3CCCCCC3)cc2)CC1 | 7 | -16 | 12 | 8 | 0 | 7 | -8 | 2 | 6 | 2 | -3
CCOC(=O)C1CCN(c2cc3c(cc2NC(=O)c2ccccc2Br)n(C)c(=O)n3C)CC1 | 11 | 83 | 15 | -1 | -22 | -8 | -6 | -23 | -6 | -9 | 14
O=C(NC1CCN(C(=O)C2CCCCC2)CC1)c1ccccc1 | 3 | 4 | 8 | -11 | -2 | 11 | -9 | 8 | 4 | -12 | 0
Cn1cnc([N+](=O)[O-])c1Nc1ccccc1O | -18 | 9 | 16 | -9 | -10 | -3 | -1 | 1 | 4 | -13 | 14
CSc1cnc2c(=O)[nH]c(=O)n(C)c2n1 | 20 | 14 | 6 | -12 | 6 | -9 | -7 | 2 | 15 | 16 | 9
COC(=O)COc1ccc(S(=O)(=O)NCc2cccnc2)cc1 | 21 | -7 | -2 | 8 | 7 | 2 | 9 | -3 | 1 | 0 | -15
O=S(=O)(Nc1nc2ccccc2nc1NCC1CCCO1)c1cccs1 (stereo not drawn) | 9 | 29 | -5 | 4 | 3 | -2 | -9 | -12 | -7 | 5 | 10
Cc1cccn2c(=O)nc(SCC(=O)NCc3ccc4c(c3)OCO4)nc12 | -10 | 14 | 3 | -6 | -7 | -13 | -1 | 1 | -9 | -20 | -17
O=C(CSc1nc2ccccc2[nH]1)N1c2ccccc2Sc2ccccc21 | 15 | 2 | 9 | -8 | 10 | 4 | 17 | 6 | 37 | 25 | -1
CCC(C(=O)OCC(=O)C1(O)CCC2C3CCC4=CC(=O)CCC4(C)C3C(O)CC21C)C(C)C (stereo not drawn) | -31 | 42 | 5 | 37 | 26 | 23 | 2 | -3 | 30 | 56* | 16
CCOC(=O)C1CCN(Cc2cc(=O)oc3cc(C)ccc23)CC1 | -2 | -4 | 6 | -4 | 2 | -16 | -12 | 6 | 2 | 6 | -9
Cc1ccc(S(=O)(=O)N2C[C@@H]3[C@H]4CC[C@H](C4)[C@@H]3[C@@H](C)[C@@H]2c2cn(Cc3ccccc3)c3ccc(F)cc23)cc1 | -6 | 52 | -16 | -6 | 20 | -4 | -6 | -3 | 0 | 13 | -6
CCn1c(=O)cc(SCC(=O)N2CCN(C3CCCCC3)CC2)c2ccccc21 | 3 | -17 | 2 | 13 | -54 | 6 | -17 | -1 | -22 | -56 | 10

3 structures from above, sorted by length of the SMILES, descending:
SMILES | SRC3 inh | Shn3 3UTR inh | KKLEB cytotox | TROY signal inh | NR2F2 inh | C8 TRAIL sens | NCOA1 inh | EBV LMP1 NFkB | TWEAK Fn14 block | CF NFkB inh | NR5A2 inv ag
CCn1c(=O)cc(SCC(=O)N2CCN(C3CCCCC3)CC2)c2ccccc21 | 3 | -17 | 2 | 13 | -54 | 6 | -17 | -1 | -22 | -56 | 10
CCOC(=O)C1CCN(Cc2cc(=O)oc3cc(C)ccc23)CC1 | -2 | -4 | 6 | -4 | 2 | -16 | -12 | 6 | 2 | 6 | -9
O=Cc1cc2c(cc1[B-](F)(F)F)OCO2 | -1 | -17 | -14 | 0 | -6 | 18 | -3 | -2 | 5 | -11 | 12

Following part.
SMILES | SRC3 inh | Shn3 3UTR inh | KKLEB cytotox | TROY signal inh | NR2F2 inh | C8 TRAIL sens | NCOA1 inh | EBV LMP1 NFkB | TWEAK Fn14 block | CF NFkB inh | NR5A2 inv ag
COc1ccc(OCCNC(=O)c2ccccc2Cl)cc1 | 3 | -9 | -4 | 14 | 23 | 3 | -14 | -4 | 0 | 8 | -12
O=C(COc1coc(CN2CCc3ccccc3C2)cc1=O)Nc1ccc(F)cc1F | -8 | 3 | -7 | 18 | 19 | -2 | 1 | 1 | -4 | 5 | 1
CC(=O)c1ccc(NC(=O)NC2CCCCCCC2)cc1 | -64 | -61 | -12 | -64 | -61 | -11 | -87 | -57 | -2 | 11 | -132
O=C(/C=C/c1cccc(F)c1)Nc1cc(S(=O)(=O)N2CCOCC2)ccc1N1CCCC1 | 13 | 3 | 8 | -6 | -1 | -10 | 11 | 4 | -21 | -13 | 15
CCN(CC)C(=O)[C@H]1C[C@H](CC(=O)NCCCn2ccnc2)C(=O)N2CCc3c([nH]c4cc(CCC(=O)N(C)C)ccc34)[C@]12C | 19 | -3 | 4 | -6 | 7 | -5 | -4 | -2 | -8 | -18 | 12
Cc1ccc(NC(=O)CSc2ncccn2)c([N+](=O)[O-])c1 | -26 | -26 | -3 | -30 | -24 | -4 | -59 | -6 | -18 | -2 | -66
Cc1ccc(NC(=O)CN(C)C(=O)COC(=O)COc2cc(C)cc(C)c2)cc1 | -15 | -6 | -2 | 1 | -2 | 5 | -10 | 8 | -24 | -10 | -26
CCCNC(=O)C(Cc1ccccc1)NC(=O)c1ccc(C(C)(C)C)cc1 (stereo not drawn) | 1 | -2 | -8 | -15 | 7 | -2 | -6 | -6 | -5 | 10 | 10
COc1ccc(NC(=O)CN2CCN(S(=O)(=O)c3ccc(C(C)C)cc3)CC2)cc1OC | 2 | 8 | 6 | 10 | -3 | -4 | -24 | 1 | -3 | -6 | 5
CCN1CCN(C(=O)c2ccc(CSc3ccc(C)cc3)cc2)CC1 | 17 | 0 | 2 | -12 | 28 | -12 | -6 | -4 | 2 | 12 | -11
CC1=NC(C)(C)Cc2cc(C)c(C)cc21 | 7 | 14 | 7 | 4 | -12 | 4 | -4 | -1 | -4 | 4 | -13
Cc1cc([N+](=O)[O-])ccc1NC(=S)NC1CCCC1 | 0 | -1 | 13 | -3 | -14 | -5 | -18 | -8 | 17 | 11 | -18
O=C(Nc1ccccc1C(=O)O)C1=NN=CC1 | 8 | -5 | 4 | 8 | -21 | 4 | 17 | 6 | 26 | -3 | 2
CC(NC(=O)Nc1nnc(C(F)(F)F)s1)(C(F)(F)F)C(F)(F)F | 84* | 61 | -1 | 55* | 45* | 51* | 59 | 44* | 30 | 46 | 90*
CCN(CC(=O)Nc1ccc(N2CCOCC2)cc1)C(=O)c1ccc(C#N)cc1 | 13 | -67 | 3 | -21 | -4 | -12 | -9 | -6 | -1 | 4 | -7
Cc1cc(NC(=S)NC(=O)CC(C)C)ccc1Br | -32 | -44 | -8 | -44 | -3 | 2 | -54 | -48 | -6 | 8 | -26
CC(=O)CCc1c[nH]c2c(C(=O)O)cccc12 | 22 | -18 | 3 | -35 | 3 | -5 | -8 | 1 | -18 | -6 | 7
CCCCC[C@@H](C)N1C[C@H](COCc2ccccc2)Oc2cc(N3CCC[C@@H]3CO)ccc2S1(=O)=O | · | · | · | 12 | -2 | 15 | · | · | 5 | · | 19
CC(C)NC(=O)C1(C)CCN1Cc1ccc(-c2ccccc2)cc1 (stereo not drawn) | -9 | 13 | 0 | 11 | 14 | 12 | 5 | · | -4 | -20 | 14
O=C(c1ccccc1)C(CCC(CN1CCOCC1)C(=O)c1ccccc1)CN1CCOCC1 (stereo not drawn) | 25 | 97* | -41 | 51* | 20 | -15 | -1 | 50* | 85* | 84* | 9
CC(OC(=O)CN1C(=O)C2C3C=CC(C4CC34)C2C1=O)C(=O)c1ccccc1 (stereo not drawn) | 19 | 9 | -2 | 11 | -4 | 9 | -2 | 8 | 3 | -2 | 13
CCOC(=O)c1c(NC(=O)c2ccno2)c2cc([N+](=O)[O-])ccc2n1C | -1 | -15 | 3 | -14 | -22 | -3 | 20 | -39 | -5 | -21 | 6
O=S1(=O)CC(N2CC=CC2)CN1Cc1cn(Cc2ccc(Cl)cc2)nn1 (stereo not drawn) | · | · | · | -2 | -7 | -2 | · | · | 4 | · | -18
Cc1cc(C)n(-c2ccc(C(=O)OCC(=O)Nc3ccc([N+](=O)[O-])cc3)cc2)n1 | 11 | 12 | -3 | 17 | -2 | -8 | 14 | 3 | -10 | 14 | -14
O=C(CSc1nc2ccccc2c(=O)n1-c1ccc(OC(F)F)cc1)NC1CC1 | 19 | 3 | 13 | -6 | 16 | -13 | -11 | -10 | -17 | -13 | 2
CCOc1ccccc1NC(=O)CCC(=O)Nc1ccc2nc(N3CCN(C)CC3)cc(C)c2c1 | -15 | -12 | 3 | -3 | -12 | -6 | -13 | 1 | 14 | -10 | -7
CCOC(=O)COc1ccc(C(=O)CC)cc1OC | -17 | -14 | 2 | -14 | -6 | -7 | 3 | -55 | -10 | 7 | -8
Cc1nc2ccccc2c(=O)n1NC(=O)c1ccc(Cl)cc1 | -12 | -10 | 12 | -1 | 9 | -2 | -22 | 2 | -7 | 9 | 8
CC(=O)Nc1ccc(S(=O)(=O)N2CCN(Cc3cccnc3)CC2)cc1 | 17 | 4 | -20 | 6 | -11 | 9 | 3 | -3 | 0 | -10 | 27
c1ccc(CN=C2NN=C(c3ccccc3)CS2)cc1 | -66 | -42 | 7 | -34 | -26 | -7 | -41 | 6 | -13 | -29 | -86
